Source: PubChem (several laboratories)
MrgX1 PAM: human MrgX1 positive allosteric modulation, primary screen | Q96LB2 | MrgX1-HEK293, Fluo-4 calcium flux, FDSS; stronger effect = higher value | B-score at 10 µM | hit rate 0.63% among 310,000;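 active means plate-corrected calcium response at least 3 library SD above typical, normal starting fluorescence, not activating the receptor alone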;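 further: compound read alongside a low EC10 to EC30 dose of BAM8-22 agonist; peak minus trough fluorescence over baseline measured at the second addition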
Target sequence (Q96LB2 whole entry, looked up): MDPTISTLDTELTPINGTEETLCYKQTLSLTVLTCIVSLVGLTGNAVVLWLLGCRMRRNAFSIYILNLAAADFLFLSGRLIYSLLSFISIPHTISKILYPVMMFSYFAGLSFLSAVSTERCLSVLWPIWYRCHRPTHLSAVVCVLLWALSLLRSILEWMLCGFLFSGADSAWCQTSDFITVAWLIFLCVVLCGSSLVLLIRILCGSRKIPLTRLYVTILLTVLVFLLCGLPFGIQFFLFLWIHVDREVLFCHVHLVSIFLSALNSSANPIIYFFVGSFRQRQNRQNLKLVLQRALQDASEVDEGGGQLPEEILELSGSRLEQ
TRPC4 potent: TRPC4 (mouse) allosteric potentiation; HEK293 TRPC4beta/mu-opioid, DAMGO EC20, Fluo-4 Ca2+ flux; stronger effect = higher value; Q9QUQ5; hit rate 0.42% among 310,000; B-score at 10 µM; AID 2227;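 active means B-score of calcium response area above 5 SD of library B-scores, with initial fluorescence ratio within 5 SD of library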;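 further: B-score of integrated fluorescence ratio over time as area under calcium response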
TRPC4 agonist: activators of mouse TRPC4 channel; HEK293 TRPC4beta/mu-opioid, Fluo4 calcium fluorescence; stronger effect = higher value; B-score at 10 µM; hit rate 0.49% among 310,000; AID 2237;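 active means B-score above 5 SD of library B-scores, and initial fluorescence ratio not above library mean plus 5 SD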;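 further: positive B-score marks a calcium rise read as TRPC4 activation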
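System: HEK293 cells stably co-expressing mouse TRPC4beta and mu-opioid receptor; Schedule: Fluo4 dye loading 45 min at room temperature, 110 s recording; Detection: Fluo4 fluorescence, kinetic; Evaluation: B-scored integrated calcium fluorescence ratio; Controls: buffer (low) and maximal DAMGO (high).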
TRPC6 inh: inhibitors of mouse TRPC6 channel. Q61143. B-score at 10 µM. hit rate 1.1% among 310,000. HEK293-TRPC6, membrane potential dye, ACh-evoked depolarization; stronger effect = lower value;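 active means B-score under library mean minus 3 SD, initial fluorescence not abnormally high, positive integrated signal ratio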;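 further: B-score derived from integrated fluorescence ratio over the kinetic read; more negative B-score means stronger inhibition of depolarization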
MrgX1 ag: human MrgX1 receptor agonism, primary screen. Q96LB2. MrgX1-HEK293 cells, Fluo-4 calcium fluorescence, agonist mode; stronger effect = higher value. B-score at 10 µM. hit rate 0.44% among 310,000. AID 588627;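 active means calcium response B-score plate-corrected fluorescence ratio at least 3 library SD, with starting fluorescence B-score inside 5 SD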
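Test system: HEK293 cells stably expressing human MrgX1 receptor; Input: fifteen thousand cells per well; Dosing: compound delivered in addition one of three; Schedule: overnight seeding, then 1 h dark dye loading; Technique: Fluo-4 NW calcium fluorescence; Measure: B-scored fluorescence response ratio; Controls: positive and negative controls per plate.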
TRPC4 inh: blocks the mouse TRPC4 cation channel | HEK293 TRPC4beta/mu-opioid, DAMGO-evoked Fluo4 calcium flux; stronger effect = lower value | B-score at 10 µM | Q9QUQ5 | hit rate 0.39% among 300,000;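 active means B-score over 3 SD under the library average, no early fluorescence shift, positive overall ratio signal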
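material = TRPC4beta/mu-opioid receptor HEK293 cell line | probe or stimulus = sequential submaximal and maximal DAMGO stimulation | compound dosing = one concentration per compound | measured by = Fluo4 Ca2+ flux fluorescence | evaluation = integrated fluorescence ratio relative to baseline, converted to per-well B score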
AI-2 QS modul: Vibrio harveyi AI-2 quorum sensing modulation; Vibrio harveyi JMH597 AI-2 luminescence/OD600 ratio, 9 h; stronger effect = lower value; strain lacks LuxN and CqsS sensors; 0 = neutral-control median; activity change, % at 7.5 µM; hit rate 0.4% among 300,000; in the data active means activity change below about -75%, passing the limit was not always enough;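 further: luminescence divided by OD600 gain over 9 h not by final OD600 alone; inactives centre near 13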
TRPC6 activator: activators of mouse TRPC6 channel; Q61143; HEK293-TRPC6 membrane potential dye fluorescence; stronger effect = higher value; B-score at 10 µM; hit rate 0.13% among 310,000; AID 2550;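 active means B-score of the integrated fluorescence ratio above library mean plus 3 SD, and starting fluorescence ratio within library mean plus 5 SD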;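 further: higher score means more depolarization so channel activation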
PolyA inhibitor: yeast polyadenylation inhibition; S. cerevisiae SKY197-pL101 polyadenylation reporter, beta-gal luminescence; efflux-impaired pdr1/pdr3 knockout yeast; score 100 = 6 SD above DMSO; calls only at 12 µM; hit rate 0.02% among 300,000; AID 1875;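 active means lowest replicate activity score at least 50, where 100 means six control SD above control mean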;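 further: yeast exposed to compound for 9 h at 30 °C; higher score means more reporter readthrough which indicates perturbed polyadenylation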
HIF act: HIF pathway transcriptional activation; U2OS HRE-luciferase reporter, luminescence; normalized: DMSO 0%, desferrioxamine 100%; AID 1910; hit rate 0.32% among 300,000; activation, % at 7.5 µM (by protocol);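 active means mean activation of at least 10% of the iron chelator positive control signal, with at least half of replicates also reaching 10%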
MrgX1 antag: antagonists of human MrgX1 receptor. Q96LB2. MRGX1-HEK293 calcium flux, Fluo-4, BAM8-22 antagonism; stronger effect = lower value. B-score at 10 µM. hit rate 1.3% among 310,000;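 active means calcium-response B-score plate-corrected more than 3 library SD below zero, starting fluorescence within 5 deviations, no agonist response on first addition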;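 further: peak minus trough fluorescence over baseline after final BAM8-22 challenge near maximal dose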
Starred values were filed as active, the others as inactive; i = inactive; / = not tested or not shown. These rows are one share of the data; rates above refer to the full screens.

Below each compound – MrgX1 PAM	TRPC4 potent	TRPC4 agonist	TRPC6 inh	MrgX1 ag	TRPC4 inh	AI-2 QS modul	TRPC6 activator	PolyA inhibitor	HIF act	MrgX1 antag
CC(=O)n1cc(N(C(=O)CCl)c2ccc(Cl)cc2)c2ccccc21
→ i	i	i	i	i	i	/	i	i	-3.6	i
CCS(=O)(=O)NCc1ccc2[nH]c3c(c2c1)CCCC3
→ i	i	i	i	i	i	32	i	i	-0.3	i
O=C(Nc1nc2cc3c(cc2s1)OCCO3)C1=COCCO1
→ i	i	i	i	i	i	28	i	/	-3.6	i
CCn1c(=O)c(C(=O)NCc2ccccc2OC)c(O)c2ccccc21
→ i	i	i	i	i	i	3	i	i	0.8	i
CCCCn1c(N)c(N(CCOC)C(=O)c2ccc(Cl)c(S(=O)(=O)N3CCCC3)c2)c(=O)[nH]c1=O
→ i	i	i	i	i	i	13	i	i	-0.3	i
Cc1nnc(NCc2n[nH]c(=O)c3ccccc23)c2ccccc12
→ i	i	i	i	i	i	25	i	i	-0.7	i
COC(=O)CNC(=O)CN1C(=O)NC2(CCCc3ccccc32)C1=O (stereo not drawn)
→ i	i	i	i	i	i	13	i	i	-0.3	i
COC(=O)c1cccc(S(=O)(=O)N(Cc2ccco2)Cc2cc3ccc(OC)cc3[nH]c2=O)c1
→ i	i	i	i	i	i	32	i	/	0.1	i
Cc1ccsc1/C=N/N=C/c1sccc1C
→ i	i	i	i	i	i	19	i	i	1.5	i
COc1ccc(N2CC(NC(=O)c3ccc4ccccc4c3)CC2=O)cc1OC (stereo not drawn)
→ i	i	i	i	i	i	17	i	i	0.3	i
CCOC(=O)N1CCC(Nc2c(Nc3ccc(C)c(C)c3)c(=O)c2=O)CC1
→ i	i	i	i	i	i	-17	i	i	0.1	i
CCOc1cc(C(=S)N2CCOCC2)ccc1OC
→ i	i	i	i	i	i	25	i	i	-0.1	i
Cn1c(SCc2ccc(F)cc2)nnc1-c1ccccn1
→ i	i	i	i	i	i	20	i	i	1.7	i
CC(=O)c1ccc(OCC(C)C)c(CC(C(N)=O)C(N)=O)c1
→ i	i	i	i	i	i	-1	i	i	-0.2	i
Cc1ccccc1-n1c(Cn2c(=O)sc3ccccc32)nnc1SC(C)C
→ i	i	i	i	i	i	2	i	i	0.0	i
CC1CCCCN1S(=O)(=O)c1ccc(NC(=O)CSc2nnnn2C)cc1 (stereo not drawn)
→ i	i	i	i	i	i	9	i	i	-0.2	i
CCC(=O)N/N=C(\C)CC(=O)Nc1ccc(F)cc1
→ i	i	i	i	i	i	8	i	i	-0.1	i
CC(C)[C@H](NC(=O)c1cc2cc(Cl)ccc2n1C)C(=O)N[C@@H](C(=O)O)c1ccccc1
→ i	i	i	i	i	i	12	i	i	-0.1	i
COc1ccc(-n2c(=O)c3ccccc3c3ccccc3c2=O)c(OC)c1
→ i	i	i	i	i	i	1	i	i	-0.1	i
Cc1cccc(NC(=O)CN2CCCN(S(=O)(=O)c3ccc(Br)s3)CC2)c1
→ i	i	i	i	i	i	25	i	i	-0.1	i
CC(C)(C)NC(=O)NC(=O)COC(=O)CNC(=O)c1cccc(F)c1
→ i	i	i	i	i	i	5	i	i	0.0	i
Cn1nc(N)c2c(-c3ccc(Cl)cc3)c(C#N)c(N)nc21
→ i	i	i	i	i	i	19	i	i	-0.3	-4.7*
COc1cccc(NC(=O)Cn2c(CCC(=O)O)ccc2-c2cccs2)c1
→ i	i	i	i	i	i	19	i	i	-0.5	i
O=C1CC(O)(C(F)F)Oc2ccc3ccccc3c21 (stereo not drawn)
→ i	i	i	i	i	i	18	i	i	0.2	i
CCOC(=O)Cn1c(-c2ccccc2)cc(SC)c(C#N)c1=O
→ i	i	i	i	i	i	14	i	i	-0.8	i
COc1cc2c(cc1OC)C(c1ccc([N+](=O)[O-])cc1)NC(=O)C2 (stereo not drawn)
→ i	i	i	i	i	i	-8	i	i	-0.2	i
Oc1ccc(CNCC2COc3ccccc3O2)cc1 (stereo not drawn)
→ i	i	i	i	i	i	-8	i	i	0.0	i
O=C(OCc1ccccc1Cl)c1cccnc1Cl
→ i	i	i	i	i	i	-6	i	i	0.3	i
CCn1c(SCC(=O)Nc2ccccc2OC)nc(O)cc1=O
→ i	i	i	i	i	i	10	i	i	-0.7	i
Cc1ccc(-c2cc(C(F)(F)F)n3ncc(C(=O)O)c3n2)cc1
→ /	i	i	i	/	i	31	i	i	-0.4	/
O=C(CN(Cc1cccs1)C(=O)CNS(=O)(=O)c1ccc(F)cc1)NCC1CCCO1 (stereo not drawn)
→ i	i	i	i	i	i	6	i	i	0.4	i
CCOc1ccccc1NC(=S)NCc1ccco1
→ i	i	i	i	i	i	12	i	i	1.7	i
Cc1ccc(S(=O)(=O)NNC(=S)Nc2ccccc2)cc1
→ i	i	i	i	i	i	20	i	i	0.6	i
COc1ccc(/C=N/NC(=O)c2ccc(Cl)cc2Cl)cc1COC(C)=O
→ i	i	i	i	i	i	-54	i	i	0.9	i
CC(=O)Nc1ccc(-c2csc(NC(=O)Nc3ccccc3)n2)cc1
→ /	i	i	i	/	i	26	i	i	0.2	/
O=C1CSC(=Nc2cccc(Cl)c2Cl)N1
→ i	i	i	i	i	i	19	i	i	-4.2	i
COc1ccc(NC(=O)Nc2cccc(OC)c2)cc1
→ i	i	i	i	i	i	-5	i	i	3.7	i
Cc1cc[n+](-c2[nH]c(=O)sc2/C=N/NC([S-])=Nc2ccccc2)cc1
→ i	i	i	i	i	i	26	i	i	-1.2	i
CC(C)(C)NC(=O)COC(=O)c1ccccc1C(=O)c1ccccc1
→ i	i	i	i	i	i	26	i	i	-0.7	i
NC(=O)c1cc(S(=O)(=O)NC2CCCCC2)co1
→ i	i	i	i	i	i	-6	i	i	-0.6	i
CN(CCOc1ccc(Cl)cc1)CC(=O)Nc1ccc(OC(F)F)cc1
→ i	i	i	i	i	i	8	i	i	-7.4	i
COc1cccc(CNc2nc3ccccc3n2C(C)C)c1O
→ /	i	i	i	/	i	11	i	i	-0.4	/
O=C(c1ccccc1)c1nn(-c2cccc(Cl)c2)ccc1=O
→ i	i	i	i	i	i	15	i	i	0.2	i
CN(c1ccccc1C(=O)Nc1cccc([N+](=O)[O-])c1)S(C)(=O)=O
→ i	i	i	i	i	i	8	i	i	-0.5	i
Cc1ccccc1NC(=O)CSc1nc2cc3c(cc2cc1C)CCC3
→ i	i	i	i	i	i	-7	i	i	1.3	i
O=C(NNc1cc(Cl)cc(Cl)c1)c1c(F)cccc1Cl
→ i	i	i	i	i	i	1	i	i	0.2	i
CCc1noc(C)c1C(=O)N1CCCC(CCC(=O)NCc2ccc(F)c(F)c2)C1 (stereo not drawn)
→ i	i	i	i	i	i	7	i	i	0.5	i
COC(=O)Cc1c(C)c2ccc(OC3CCCCC3=O)cc2oc1=O (stereo not drawn)
→ i	i	i	i	i	i	7	i	i	3.1	i
O=C1Cc2cc(NS(=O)(=O)c3ccc(F)cc3)cc3c2N1CCC3
→ i	i	i	i	i	i	8	i	i	-1.6	i
O=C(c1ccc(Br)o1)N(c1ccc(Br)cc1)C1C=CS(=O)(=O)C1 (stereo not drawn)
→ i	i	i	i	i	i	26	i	i	-0.3	i
CC(=O)c1ccc(NC(=O)Nc2ccc(Br)cc2C)cc1
→ i	i	i	i	i	i	1	i	i	-0.2	i
COc1ccc(NC(=S)Nc2nc(CC(=O)Nc3ccccc3OC)cs2)cc1
→ i	i	i	i	i	i	20	i	i	1.0	i
COc1ccc(CCN(Cc2cccs2)S(=O)(=O)c2ccc(-n3cnnn3)c(OC)c2)cc1OC
→ i	i	i	i	i	i	26	i	i	0.0	i
Cc1ccc2nc3c(cc(C#N)c(=N)n3Cc3cccnc3)c(=O)n2c1
→ i	i	i	i	i	i	52	i	i	0.0	i
O=C(Nc1ccc(S(=O)(=O)N2CCOCC2)cc1)c1ccc(F)cc1
→ i	i	i	i	i	i	15	i	i	-7.0	i
O=C(COc1ccc2c3c(c(=O)oc2c1)CCC3)N[C@@H](Cc1ccccc1)C(=O)O
→ i	i	i	i	i	i	28	i	i	0.0	i
CS(=O)(=O)N1CCN(c2ccc([N+](=O)[O-])c(SCc3ccco3)c2)CC1
→ i	i	i	i	i	i	9	i	i	0.1	i
CCCCN(CC)CCNC(=O)Cn1cnc2sc(C)c(S(=O)(=O)N3CCC(C)CC3)c2c1=O
→ i	i	i	i	i	i	/	i	i	-1.4	i
CCCCN(CCCC)CCNC(=O)CN1C(=O)CSc2ccc(S(=O)(=O)N3CCCCC3)cc21
→ i	i	i	i	i	i	14	i	i	-0.1	i
Cc1ccc(-c2nnc(NCc3nc4ccccc4[nH]3)c3ccccc23)cc1S(=O)(=O)N1CCCCC1
→ i	i	i	i	i	i	40	i	i	-0.4	i

Other compounds follow.
Below each compound – MrgX1 PAM	TRPC4 potent	TRPC4 agonist	TRPC6 inh	MrgX1 ag	TRPC4 inh	AI-2 QS modul	TRPC6 activator	PolyA inhibitor	HIF act	MrgX1 antag
O=C(Nc1ccc(F)cc1F)c1ccc2c(c1)OCCO2
→ i	i	i	i	i	i	7	i	/	0.7	i
C=CCn1c(N)c(S(=O)(=O)c2cccs2)c2nc3ccccc3nc21
→ i	i	i	i	i	i	12	i	i	0.0	i
CCCC[C@@H]1CNC(=O)C(=O)N1CCc1cc(C(F)(F)F)cc(C(F)(F)F)c1
→ i	i	i	i	i	i	0	i	i	0.0	i
COc1ccc(C(=O)NCC(=O)N/N=C/C=C/c2ccccc2)cc1OC
→ i	i	i	i	i	i	6	i	i	0.5	i
Cc1nc(S(=O)(=O)Nc2ccccc2C(=O)NCC2CC2)cn1C
→ i	i	i	i	i	i	/	i	i	-0.7	i
COc1ccc(Nc2nc(N)nc(CN3CCC(C)CC3)n2)cc1
→ i	i	i	i	i	i	1	i	i	0.0	i
